High-throughput results (PubChem BioAssay)
human PMI inhibition – inhibitors of human PMI, primary screen, biochemical, fluorescence intensity, coupled assay (AID 1209). Mannose-6-phosphate isomerase (Homo sapiens). inhibition, % at 20 µM, or IC50 in µM where a hit was titrated. purified PMI enzyme, coupled fluorescence intensity; higher % means a stronger effect. 190,000 tested, 0.42% active;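 further: plate controls were DMSO vehicle for no effect and wells lacking substrate for full effect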
XIAP antagonists – XIAP antagonists, biochemical, IAP family, fluorescence polarization (AID 1018) | 200,000 tested, 0.007% active | displacement, % at 20 µM; hits with a dose series show IC50 in µM | XIAP BIR domain, fluorescence polarization peptide displacement; higher % means a stronger effect; in the data active means displacement above about 50%; further: a part of the inactive calls stands beside numbers as strong as those of hits
LYP phosphatase – inhibitors of LYP phosphatase, biochemical, fluorescence intensity, uHTS (AID 1779) | inhibition, % at 11.5 µM; hits with a dose series show IC50 in µM | 290,000 tested, 0.054% active | recombinant LYP phosphatase, fluorescence intensity; higher % means a stronger effect | Tyrosine-protein phosphatase non-receptor type 22 (Homo sapiens);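 further: plate controls were vehicle with enzyme for no effect and no enzyme for full effect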
human PMI inhibitors – human PMI inhibitors, high substrate, primary screen, biochemical, fluorescence intensity, high mannose 6-phosphate (AID 1220); 190,000 tested, 0.66% active; recombinant PMI enzyme, coupled fluorescence intensity; higher % means a stronger effect; inhibition, % at 20 µM; hits with a dose series show IC50 in µM; Mannose-6-phosphate isomerase (Homo sapiens)
Dynein cargo inh – inhibitors of GR-EGFP nuclear translocation, primary screen, dynein cargo transport inhibitor project, imaging, high-content, 3617.4 mouse cells; test concentration mostly 20 µM; stimulated with dexamethasone, 1 µM; stronger effect = lower value; z-score, hits read low; 220,000 tested, 0.47% active; AID 1381, 2008;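 active means plate z-score of nuclear minus cytoplasmic receptor signal below a set negative limit, without overly bright fluorescence or cell loss, cut at about -3.5 in these data, passing the limit was not always enough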;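 further: z-score of nuclear minus cytoplasmic ring GR-EGFP intensity difference per well; some compounds called inactive have numbers as strong as hits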
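Also added – dexamethasone, 1.0 µM final · Buffer or medium – tet-free, stripped-serum medium · Schedule – induction 48 h, compound 1 h, agonist 30 min · Detection – formaldehyde fixation, Hoechst nuclear stain, 10x automated fluorescence imaging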
P. falciparum M1AAP – P. falciparum M1AAP inhibitors, biochemical, fluorogenic H-Leu-NHMec substrate, 1536-well (AID 1445); Aminopeptidase N (Plasmodium falciparum (isolate 3D7)); recombinant M1AAP, H-Leu-NHMec fluorogenic kinetic assay; higher % means a stronger effect; inhibition, % at 30 µM, or IC50 in µM where a hit was titrated; 220,000 tested, 0.42% active;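 active means primary inhibition above the hit cutoff, then over 50% inhibition at one or more dose response concentrations, cut at about 23% in these data, passing the limit was not always enough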;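 further: plate controls were DMSO full reaction for no effect and no enzyme background for full effect; strong numbers were not always called active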
AID2073 – inhibitors of Mint1-CaV2.2 protein interaction, biochemical, HTRF (AID 2073). inhibition, % at 20 µM, or IC50 in µM where a hit was titrated. HTRF protein-protein interaction, Mint1-CaV2.2; higher % means a stronger effect. 290,000 tested, 0.19% active. Voltage-dependent N-type calcium channel subunit alpha-1B (Homo sapiens); in the data active means inhibition mostly above about 51%, no sharp cut-off; further: some results filed as inactive read as strong as hits
SIAH1 antagonists – Siah-1 peptide-binding antagonists, primary screen, biochemical, fluorescence polarization, rhodamine-plectin, uHTS (AID 1817) | 290,000 tested, 0.02% active | Siah-1 / rhodamine-plectin peptide fluorescence polarization; higher % means a stronger effect | displacement, % at 20 µM, or IC50 in µM where a hit was titrated;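 active means displacement of at least 50% at 20 µM, with a fluorescence ratio check between 0.3 and a set limit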;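 further: plate controls were Siah plus tracer with DMSO for no effect and tracer alone without Siah for full effect; strong numbers were not always called active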
P. falciparum M17LAP – P. falciparum M17LAP inhibitors, primary screen, biochemical, fluorogenic H-Leu-NHMec substrate, 1536-well (AID 1619); one-dose inhibition, % at 30 µM; IC50 in µM for titrated hits; 220,000 tested, 0.38% active; recombinant M17LAP, H-Leu-NHMec fluorogenic kinetic assay; higher % means a stronger effect; Leucine aminopeptidase (Plasmodium falciparum (isolate 3D7));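 active means compound inhibiting the enzyme by more than half at any dose during confirmatory dose-response retesting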;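 further: plate controls were full reaction with DMSO carrier for no effect and no enzyme background for full effect; strong numbers were not always called active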
Dynein cargo inh cytoplasmic EGFP – second read-out of Dynein cargo inh, no call of its own (marks repeat the call); z-score; measured here: cytoplasmic GR-EGFP intensity; stronger effect = higher value
Dynein cargo inh nuclear GR-EGFP – also measured in Dynein cargo inh; calls as there; z-score; measured here: nuclear GR-EGFP intensity;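 lower value marks the stronger effect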
Dynein cargo inh cell count – second read-out of Dynein cargo inh, no call of its own (marks repeat the call); z-score; measured here: cell count per field
* hit, by the source's call; nt = no result given. Unless noted, no stated cut-off is given here; in the data, active means inhibition above about 50%; inactive means the rest. Compounds as they come; overall some 2.1% were active at least once.

SMILES | human PMI inhibition | XIAP antagonists | LYP phosphatase | human PMI inhibitors | Dynein cargo inh | Dynein cargo inh cytoplasmic EGFP | Dynein cargo inh nuclear GR-EGFP | Dynein cargo inh cell count | P. falciparum M1AAP | AID2073 | SIAH1 antagonists | P. falciparum M17LAP
CCOc1ccc2nc(SCC(=O)N3CCCc4ccccc43)sc2c1 | 2.3% | -2.2% | -0.2% | 8.5% | -0.867 | -0.196 | -0.448 | 1.02 | 1.6% | -2.8% | 1.1% | 8.8%
CC1CCC(C(=O)NC(C(=O)N2CCC(N3CCCCC3)CC2)C(C)C)CC1 (stereo unspecified) | -20.0% | -1.6% | -6.5% | -9.9% | -0.533 | -0.0318 | 0.00499 | 0.793 | -2.9% | 14.4% | 3.8% | -1.9%
CC(C)(C)OC(=O)N1CCC(C(=O)N[C@H](Cc2ccccc2)C(=O)O)CC1 | 12.9% | -4.9% | 0.7% | 9.9% | -0.129 | -0.221 | 0.615 | -0.226 | 6.0% | -5.5% | 1.6% | 35.4%
COc1ccccc1CNS(=O)(=O)c1ccc2[nH]cc(C(=O)O)c(=O)c2c1 | 3.3% | -2.6% | -3.8% | 9.2% | 0.169 | -0.17 | 0.462 | -0.0304 | 9.4% | -9.3% | -0.8% | -31.1%
Oc1c(C=Nc2cccnc2)sc2ccccc12 | 9.0% | 2.9% | -4.6% | 2.5% | -3.27 | -0.0082 | -1.39 | -0.0283 | 13.1% | -23.9% | 1.6% | 14.4%
COc1ccccc1/C=N/NC(=O)c1[nH]c(C)c(C(=O)N/N=C/c2ccccc2OC)c1C | 1.5% | -8.2% | -8.1% | -5.7% | 2.1 | -0.174 | 0.808 | -1.73 | -2.8% | 5.6% | -7.5% | 14.3%
Cc1cc(=O)oc(C)c1C(=O)NCc1ccco1 | -6.1% | -5.7% | -8.8% | 0.4% | -0.849 | -0.185 | 0.182 | 0.439 | 3.8% | -13.2% | -3.1% | -2.8%
CCOC(=O)C1(C)C=C(Nc2ccc(NC(C)=O)cc2)C(=O)N1c1ccc(NC(C)=O)cc1 (stereo unspecified) | nt | nt | -3.4% | nt | -0.161 | -0.239 | -0.342 | 0.452 | 5.1% | 12.0% | 5.3% | -1.8%
NC(=O)CCN1CCN(CCOC2Cc3cc(Cl)ccc3Sc3ccccc32)CC1 (stereo unspecified) | -2.4% | -10.3% | -5.2% | 5.8% | 0.615 | -0.211 | 0.194 | -0.922 | 0.8% | 1.7% | -4.3% | 5.2%
Cc1ccccc1C(C(=O)NCc1ccccc1)N(Cc1ccco1)C(=O)c1ccccn1 (stereo unspecified) | 7.8% | -4.2% | -2.0% | 1.2% | 2.03 | -0.195 | -0.411 | -0.924 | 6.4% | 8.2% | -1.6% | 3.5%
COc1ccc(-n2c(C)c(C(C)=O)c3cc(OCC(N)=O)ccc32)cc1 | 10.8% | -5.6% | -7.7% | 4.6% | -1.16 | -0.296 | -0.385 | 0.445 | -2.6% | 0.5% | 4.5% | 18.5%
COC(=O)c1sccc1NC(=S)OC | nt | nt | -7.0% | nt | -0.0202 | -0.248 | -0.0907 | -0.131 | 0.0% | -12.7% | 7.0% | 8.4%
C/C(=N/NC(=O)c1cccs1)c1ccc(NC(=O)COc2ccc(Cl)cc2)cc1 | 6.6% | 0.1% | 3.1% | 6.7% | -0.92 | -0.263 | -0.26 | 0.283 | 1.9% | 0.7% | 9.6% | 1.4%
CCNC(=O)C1CCCN1S(=O)(=O)c1ccc(C)cc1 (stereo unspecified) | -5.3% | 7.0% | -1.9% | -6.2% | 0.126 | -0.183 | -0.291 | -0.0128 | 6.1% | -1.1% | 12.1% | 15.3%
COc1ccc(O)c(/C=N/NC(=O)c2cc(=O)[nH]c3ccccc23)c1 | nt | nt | -4.2% | nt | 2.37 | 0.0286 | 1.05 | -0.849 | 11.9% | -13.5% | -5.5% | 1.7%
COc1c(C)cccc1C(=O)Nc1ccc(CN2CCCCC2)cc1 | 1.0% | -5.7% | -5.4% | -1.0% | -0.406 | -0.126 | 0.158 | 0.55 | -1.7% | 3.7% | -4.9% | -5.3%
CCn1c2ccccc2c2cc(N=C3SC(CC(=O)Nc4ccccc4)C(=O)N3C)ccc21 (stereo unspecified) | 7.1% | 5.3% | 7.7% | 7.6% | -0.248 | 0.316 | 0.471 | 0.902 | 5.8% | 23.1% | 5.2% | -1.1%
CCO[C@@H]1OC(C(=O)N2CCN(Cc3ccccc3)CC2)=C[C@H](c2ccc(C(F)(F)F)cc2)[C@H]1CCCO | 6.2% | -6.7% | 3.4% | -1.6% | -1.34 | -0.229 | -0.419 | 0.414 | 6.5% | 12.0% | 11.1% | -1.5%
CC(C)(C)NC(=O)C(c1ccco1)N(C(=O)c1ccc(CN2CCOCC2)o1)c1ccccc1 (stereo unspecified) | -0.7% | -5.2% | -8.3% | -2.1% | 0.699 | -0.194 | 0.69 | -0.562 | 6.4% | -4.7% | -0.7% | 6.9%
OC(COCC(F)(F)C(F)(F)C(F)(F)C(F)F)Cn1c2ccc(Cl)cc2c2cc(Cl)ccc21 (stereo unspecified) | 22.5% | -0.2% | 5.6% | 14.7% | -0.574 | -0.0797 | -0.273 | -0.0895 | 1.5% | 12.6% | -1.8% | 14.4%
Cc1c(C(Nc2ccccn2)c2ccccc2)c(=O)n(-c2ccccc2)n1C (stereo unspecified) | 1.9% | -6.0% | 2.1% | 9.6% | 1.16 | -0.216 | 0.484 | -0.0921 | 9.8% | 11.0% | 0.9% | -6.6%
COc1ccc(C(=O)N2CCN(c3ccccc3OC)CC2)cc1 | -2.6% | -4.2% | -4.4% | 2.9% | -0.494 | -0.303 | -0.188 | 0.617 | 3.7% | 2.9% | 8.0% | -2.5%
CCOc1ccccc1N(C(=O)c1snc(C(N)=O)c1N)C(C(=O)NC1CCCC1)c1ccco1 (stereo unspecified) | 0.6% | -3.6% | -4.9% | -4.4% | -0.751 | 0.0332 | -0.154 | 0.41 | 12.2% | 5.3% | -0.3% | 6.8%
COc1ccc(N(CC(=O)NC2CCCC2)C(=O)Cn2nnc(-c3ccc(C)cc3)n2)cc1 | 4.4% | -2.2% | -2.1% | 3.9% | -0.881 | -0.222 | -0.239 | 0.557 | 0.7% | 26.2% | 5.9% | -8.2%

Grouped by structure: the compounds so far containing two or more sulfur atoms (2)
SMILES | human PMI inhibition | XIAP antagonists | LYP phosphatase | human PMI inhibitors | Dynein cargo inh | Dynein cargo inh cytoplasmic EGFP | Dynein cargo inh nuclear GR-EGFP | Dynein cargo inh cell count | P. falciparum M1AAP | AID2073 | SIAH1 antagonists | P. falciparum M17LAP
CCOc1ccc2nc(SCC(=O)N3CCCc4ccccc43)sc2c1 | 2.3% | -2.2% | -0.2% | 8.5% | -0.867 | -0.196 | -0.448 | 1.02 | 1.6% | -2.8% | 1.1% | 8.8%
COC(=O)c1sccc1NC(=S)OC | nt | nt | -7.0% | nt | -0.0202 | -0.248 | -0.0907 | -0.131 | 0.0% | -12.7% | 7.0% | 8.4%

The results go on.
SMILES | human PMI inhibition | XIAP antagonists | LYP phosphatase | human PMI inhibitors | Dynein cargo inh | Dynein cargo inh cytoplasmic EGFP | Dynein cargo inh nuclear GR-EGFP | Dynein cargo inh cell count | P. falciparum M1AAP | AID2073 | SIAH1 antagonists | P. falciparum M17LAP
CC(=O)c1ccc(Oc2ncnc3sccc23)cc1 | -7.7% | -6.8% | -6.5% | -16.8% | 0.209 | -0.173 | 0.257 | -0.624 | -2.7% | 1.0% | -5.5% | 0.3%
COc1cc2nc(SCC(N)=O)n(CCC3=CCCCC3)c(=O)c2cc1OC | 6.8% | -3.9% | -9.5% | -1.0% | -0.308 | -0.176 | -0.186 | 0.289 | 0.7% | 0.5% | 0.4% | 12.6%
N#Cc1ccc(CSCC(=O)O)cc1 | -4.9% | 0.1% | -3.7% | -4.8% | 1.34 | -0.338 | 0.538 | -0.114 | -3.2% | -3.8% | 3.9% | 2.1%
C#CCOCCOCCOCCNc1nc(N2CCN(C(=O)[C@H]([C@@H](C)CC)n3cc([C@@H](N)CO)nn3)CC2)nc(N2CCN(C(=O)[C@H](Cc3cc4ccccc4[nH]3)n3cc([C@@H](N)Cc4ccc(O)cc4)nn3)CC2)n1 | nt | nt | -28.5% | nt | -0.278 | -0.857 | 0.0157 | 0.2 | -2.6% | 23.9% | 3.2% | 5.1%
C=CCSc1nccc(=O)[nH]1 | -7.6% | -3.7% | -5.0% | -7.1% | -0.682 | 0.197 | -0.542 | 0.418 | -1.6% | 3.2% | 0.7% | -0.5%
CCC1(C)Cc2c(sc3nc(SC)n(Cc4ccccc4)c(=O)c23)CO1 (stereo unspecified) | 5.3% | -7.1% | -0.1% | 3.6% | 0.14 | -0.32 | -0.0218 | 0.341 | -5.6% | -0.7% | 1.1% | -3.9%
O=C(CC(c1ccco1)C1CCCCC1=O)c1ccco1 (stereo unspecified) | -8.4% | -2.9% | -10.7% | 15.0% | -0.929 | -0.205 | -0.293 | 1.3 | -1.2% | -5.4% | -1.9% | 10.3%
Cc1nn(C)c(C)c1NS(=O)(=O)c1ccc(N2CCCC2=O)cc1 | -0.8% | -3.0% | -1.1% | -2.1% | 0.484 | -0.123 | 0.813 | -0.899 | nt | 0.2% | 4.8% | nt
Cc1cc(C(F)(F)F)nc2c(Cl)c(C(C)(C)C)nn12 | nt | nt | -6.1% | nt | 0.0555 | -0.214 | 0.01 | 0.353 | 1.1% | -4.0% | -4.0% | -0.9%
Cc1ccc(SC(=O)COc2ccccc2C)cc1 | 2.4% | -3.1% | -4.8% | 4.9% | -0.138 | 0.0639 | 0.26 | 0.1 | -5.9% | -26.8% | 1.0% | 3.1%
O=C(CCCn1cc([N+](=O)[O-])cn1)Nc1cccnc1 | nt | nt | -1.1% | nt | -0.125 | -0.837 | -0.393 | 0.441 | -1.2% | -1.6% | -5.6% | -0.9%
Cc1csc(NC(=O)[C@@H]2CCCN2C(=O)c2cccs2)n1 | 1.2% | -4.3% | -1.3% | -1.7% | -1.17 | -0.23 | -0.871 | 1.08 | -1.4% | -11.1% | 1.7% | -2.0%
Cc1ccc(OCc2nnc(NC(=O)Cc3cccs3)s2)cc1 | -7.1% | -12.9% | 2.3% | -13.7% | -0.501 | -0.294 | -0.31 | 1.3 | -5.8% | 5.1% | -5.7% | -3.7%
